Source: PubChem BioAssay
BoNT-A LC inh2 – BoNT A light chain protease inhibition; inhibition, % at 10 µM; 0.17% of 360,000 active; multiplex microsphere protease substrate cleavage, flow cytometry; further: plate controls were buffer without enzyme for full effect and enzyme alone for no effect
PrPC surface inh – reduces human prion protein on the cell surface | AID 720596 | 0.43% of 370,000 active | inhibition, % at 13.8 µM | cell surface PrPC, TR-FRET read-out | P04156; in the data active means inhibition above about 24%; further: 0% = median of the test wells and 100% = reference compound wells
Anthrax LF inh2 – inhibitors of Bacillus anthracis lethal factor protease; multiplex microsphere protease cleavage assay, LF; 0.12% of 360,000 active; inhibition, % at 10 µM; P15917; further: plate controls were buffer without enzyme for full effect and enzyme alone for no effect
TcdB GH inh – inhibitors of Clostridioides difficile toxin B glycohydrolase | TcdB glycohydrolase enzymatic assay, plate reader | 0.24% of 350,000 active | inhibition, % at 9.99 µM | P18177 | AID 652162; in the data active means inhibition above about 10%
Target sequence (P18177 whole entry, looked up): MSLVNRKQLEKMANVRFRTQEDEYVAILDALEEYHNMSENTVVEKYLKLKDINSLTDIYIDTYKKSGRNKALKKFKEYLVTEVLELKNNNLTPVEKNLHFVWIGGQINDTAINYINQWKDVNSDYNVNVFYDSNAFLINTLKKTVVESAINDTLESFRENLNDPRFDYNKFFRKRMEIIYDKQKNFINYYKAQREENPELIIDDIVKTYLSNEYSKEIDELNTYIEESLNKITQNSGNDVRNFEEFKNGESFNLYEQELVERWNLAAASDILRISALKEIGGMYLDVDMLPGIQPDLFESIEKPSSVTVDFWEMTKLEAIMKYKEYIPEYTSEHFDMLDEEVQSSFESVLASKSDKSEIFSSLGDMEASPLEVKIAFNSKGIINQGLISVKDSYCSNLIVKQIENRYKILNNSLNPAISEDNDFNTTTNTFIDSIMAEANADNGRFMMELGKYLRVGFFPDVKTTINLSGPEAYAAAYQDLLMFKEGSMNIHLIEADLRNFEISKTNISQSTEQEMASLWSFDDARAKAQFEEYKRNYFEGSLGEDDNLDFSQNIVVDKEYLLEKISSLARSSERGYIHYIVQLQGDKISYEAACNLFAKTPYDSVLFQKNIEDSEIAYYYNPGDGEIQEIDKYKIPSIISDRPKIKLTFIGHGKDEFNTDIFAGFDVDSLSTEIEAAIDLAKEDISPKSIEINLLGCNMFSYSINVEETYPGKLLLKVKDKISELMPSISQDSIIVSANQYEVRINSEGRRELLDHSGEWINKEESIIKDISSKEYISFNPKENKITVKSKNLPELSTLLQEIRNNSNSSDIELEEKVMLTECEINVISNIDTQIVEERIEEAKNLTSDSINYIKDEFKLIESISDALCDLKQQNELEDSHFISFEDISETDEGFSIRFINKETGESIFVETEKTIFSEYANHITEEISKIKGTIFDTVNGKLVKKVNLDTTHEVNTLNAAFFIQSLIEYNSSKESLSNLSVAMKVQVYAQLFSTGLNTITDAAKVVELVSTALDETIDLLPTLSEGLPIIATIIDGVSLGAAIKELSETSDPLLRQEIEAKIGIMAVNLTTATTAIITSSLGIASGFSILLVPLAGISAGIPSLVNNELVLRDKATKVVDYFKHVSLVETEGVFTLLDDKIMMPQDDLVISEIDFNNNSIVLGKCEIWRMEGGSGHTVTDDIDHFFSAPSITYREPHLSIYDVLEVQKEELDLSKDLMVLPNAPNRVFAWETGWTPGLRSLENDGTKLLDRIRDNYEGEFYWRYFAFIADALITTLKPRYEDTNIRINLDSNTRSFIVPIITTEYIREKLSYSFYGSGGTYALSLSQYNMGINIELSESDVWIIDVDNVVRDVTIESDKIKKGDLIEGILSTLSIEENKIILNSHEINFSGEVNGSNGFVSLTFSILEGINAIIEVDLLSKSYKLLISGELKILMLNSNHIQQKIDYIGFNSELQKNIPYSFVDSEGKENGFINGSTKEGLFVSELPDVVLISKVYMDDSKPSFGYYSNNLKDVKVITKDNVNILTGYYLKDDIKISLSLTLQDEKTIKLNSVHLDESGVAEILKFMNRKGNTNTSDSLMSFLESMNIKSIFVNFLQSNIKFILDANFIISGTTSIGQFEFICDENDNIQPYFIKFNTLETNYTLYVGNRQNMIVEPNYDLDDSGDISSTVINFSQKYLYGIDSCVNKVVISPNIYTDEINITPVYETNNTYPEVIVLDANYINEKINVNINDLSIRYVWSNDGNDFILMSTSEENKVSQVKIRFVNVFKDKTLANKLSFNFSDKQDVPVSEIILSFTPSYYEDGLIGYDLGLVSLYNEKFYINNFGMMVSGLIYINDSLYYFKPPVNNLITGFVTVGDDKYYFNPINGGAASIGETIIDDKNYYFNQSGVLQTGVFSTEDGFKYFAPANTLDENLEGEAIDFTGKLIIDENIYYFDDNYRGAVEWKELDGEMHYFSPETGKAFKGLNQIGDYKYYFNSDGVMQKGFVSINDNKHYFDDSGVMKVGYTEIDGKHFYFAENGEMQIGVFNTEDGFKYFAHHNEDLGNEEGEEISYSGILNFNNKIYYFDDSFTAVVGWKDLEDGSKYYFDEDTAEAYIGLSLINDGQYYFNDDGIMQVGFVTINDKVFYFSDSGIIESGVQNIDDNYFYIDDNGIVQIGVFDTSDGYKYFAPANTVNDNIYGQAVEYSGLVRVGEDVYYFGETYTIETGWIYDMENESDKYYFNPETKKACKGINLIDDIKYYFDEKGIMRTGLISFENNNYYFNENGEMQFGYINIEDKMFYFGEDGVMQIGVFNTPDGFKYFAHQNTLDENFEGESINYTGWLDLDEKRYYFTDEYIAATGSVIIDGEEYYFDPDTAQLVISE
BH1578 lux ind – quorum light induction in luxS cqsA deficient V. cholerae; AID 588436; activation, % at 18.7 µM; 0.16% of 350,000 active; V. cholerae BH1578 lux reporter, luminescence, 6 h; in the data active means activation mostly above about 9.7%, no sharp cut-off; inconclusive means no clear call, values can overlap the other calls; inactive means mostly below about 3.7%; further: not every result past the cut was called active; inactives centre near 0; reference of the scale not given here
3CLpro inhibitor – SARS-CoV 3CLpro protease inhibition | P0C6X7 | recombinant SARS-CoV 3CLpro, quenched FRET peptide cleavage | inhibition, % at 6 µM | 0.14% of 290,000 active; in the data active means inhibition above about 12%
PfHsp40 rescue – compounds rescuing yeast from Plasmodium falciparum HSP40 toxicity; growth rescue, % at 12.5 µM; 0.68% of 340,000 active; S. cerevisiae expressing PfHsp40, growth rescue, ATP luminescence; in the data active means growth rescue above about 28%, passing the limit was not always enough; inconclusive means no clear call, values can overlap the other calls;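 further: yeast W303a lacking pdr1 and pdr3 grown in galactose medium; growth measured after three days at 30 °C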
Yp Topo-I inh – inhibitors of Yersinia pestis topoisomerase I; Y. pestis Topo-I cleavage product accumulation, plate reader; activity, % at 10 µM; 0.064% of 360,000 active; AID 504884; in the data active means activity above about 50%, passing the limit was not always enough; inconclusive means no clear call, values can overlap the other calls; further: inactives centre near 2
SSB-PriA inh – inhibitors of Klebsiella pneumoniae PriA binding to SSB C-terminal tail. inhibition, % at 33 µM. AID 1272365. 0.6% of 430,000 active. AlphaScreen SSBct-PriA binding, biotinylated peptide; in the data active means inhibition mostly above about 37%, no sharp cut-off; inactive means mostly below about 20%;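 further: plate controls were negative control peptide for no effect and reference peptide for full effect; strong numbers were not always called active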
The depositor's hits bear a star; i = inactive; ? = inconclusive; . = not tested or not shown; & = joins results of further samples. Unless noted, no stated cut-off is given here; in the data, active means inhibition above about 30%; inconclusive means no clear call, values can overlap the other calls; inactive means below that. Some of the compounds tested; the hit share may differ from the screen's.

The line under a structure holds: BH1578 lux ind	BoNT-A LC inh2	SSB-PriA inh	Yp Topo-I inh	3CLpro inhibitor	PrPC surface inh	Anthrax LF inh2	TcdB GH inh	PfHsp40 rescue
- CCn1c(-c2ccccc2)csc1=Nc1ccc(O)cc1
→ -0.5	-0.6	72.1	21.9	1.7	4.6	-2.8	-8.6	0.1
- O=C(O)CC1(CC(=O)Nc2cc(C(F)(F)F)cc(C(F)(F)F)c2)CCCCC1
→ i	3.3	-9.0	1.8	10.6	-5.8	-9.9	0.7	0.2
- O=C(CN1C(=O)NC2(CCCC2)C1=O)OCCOc1cccc(Br)c1
→ -0.1	0.3	-17.5	9.5	.	4.6	-4.0	0.8	-0.1
- CC(=O)SCCC(=O)Nc1ccccc1
→ -1.4	?	-12.4	-7.1	-3.8	-3.3	2.6	.	0.1
- CCN(CC)CCNC(=O)/C(=N\O)c1ccccn1
→ i	0.2	.	1.4	3.7	-2.1	-5.4	0.3	-0.7
- Cc1cc(C)c(S(=O)(=O)N2CCCC(C(=O)NCc3cccnc3)C2)c(C)c1 (stereo not given)
→ 2.9	-0.5	10.6	18.2	-2.0	4.1	-3.2	2.9	-1.0
- COc1ccc(C(=O)OCC(=O)N2c3ccccc3CC2C)cc1S(=O)(=O)N1CCOCC1 (stereo not given)
→ -0.3	-0.5	.	2.0	.	1.5	2.2	-0.3	.
- COc1cccc(CC(=O)NNC(=O)c2c(-c3ccccc3)noc2C)c1
→ i	.	-3.9	0.6	-0.3	-1.3	.	1.6	.
- O=C(O)CSC1=NC(=Nc2ccc(Cl)cc2)C2(CCCCC2)N1c1cccc(C(=O)O)c1
→ -0.3	0.1	-9.7	-0.8	2.3	9.2	-0.3	.	0.1
- COn1c(=O)c(-c2ccccc2)[n+]([O-])c2ccccc21
→ -0.5	-5.9	-15.6	5.4	1.5	-10.8	11.1	1.4	-0.9
- Cc1cccc(NC(=O)Cc2ccc(F)cc2)c1
→ i	-0.3	-10.2	-3.9	3.8	7.5	-3.4	.	1.0
- O=C(COC(=O)c1ccccc1-c1nc2ccccc2s1)NC1CCS(=O)(=O)C1 (stereo not given)
→ i	-0.5	-14.8	-6.1	4.0	-3.6	-1.3	.	-0.4
- CCc1ccccc1NC1=NCC(=O)N1Cc1ccccc1
→ i	0.0	4.6	4.7	2.2	1.4	-5.2	.	-0.8
- CCCN1CCC(=O)N(CCO)CC1
→ i	-0.4	-3.8	11.0	-7.4	-1.6	-0.5	0.0	-1.7
- COc1cc(OC)cc(C(=O)NNC(=O)NC2CCCCC2)c1
→ i	-0.2	-40.0	-0.6	-3.9	1.5	0.2	.	-1.0
- COc1ccc(C(=O)COC(=O)[C@H](C)Nc2ccc(C(F)(F)F)cc2[N+](=O)[O-])c(OC)c1
→ i	-0.2	-5.1	-11.2	1.7	5.9	-1.3	.	-0.1
- Nn1c(SCC(=O)Nc2ccc3c(c2)OCCO3)nnc1-c1ccncc1
→ i	-3.5	11.9	3.7	0.3	-7.1	-3.7	3.6	-1.7
- Cc1cccc(C)c1N1CCN(c2ccc3nnc(C(F)(F)F)n3n2)CC1
→ -4.5	-0.6	-17.5	45.8	2.1	5.8	-6.0	.	-0.4
- CCCCN(C=O)c1c(CC)nc2c(OCCC3CCCCC3)cccn12
→ 0.3	-0.2	.	35.1	.	21.1	-2.7	1.7	.
- CCN1CCN(Cc2ccc(NC(=O)c3ccc(C)c(NC(=O)c4cncc(-c5cccs5)c4)c3)cc2C(F)(F)F)CC1
→ 1.4	-1.6	47.2*	-17.0	.	.	-2.2	.	-0.9
- O=C(Nc1ccccc1)c1nn(-c2ccccc2)c(=O)cc1C(F)(F)F
→ -0.7	-0.5	-1.1	-5.4	-2.8	4.3	-1.0	.	1.5
- COc1ccc(CC(=O)Nc2cccc(C(=O)NN3C(=O)c4ccccc4C3=O)c2C)cc1
→ -0.2	1.6	0.0	-7.4	-2.7	6.5	1.4	.	-1.1
- COc1ccc(Nc2cc(=O)oc3ccccc23)cc1
→ i	0.8	1.0	-1.5	1.7	5.5	0.4	.	-0.9
- CC(C(=O)O)c1ccc(CC2CCCC2=O)cc1 (stereo not given)
→ i	-0.1	3.1	3.3	.	-2.1	-0.9	1.2	-0.8
- Cc1ccc(C)c(C(O)c2ncc(-c3cccc(F)c3)[nH]2)c1 (stereo not given)
→ -0.5	-0.1	.	-0.2	.	3.2	4.5	1.0	.
- O=C(COc1ccccc1C(=O)O)Nc1cccc2ccccc12
→ i	4.5	-6.4	-2.9	.	-1.1	-0.1	-0.7	-1.4
- C=CCNc1nc2c(c(=O)n(C)c(=O)n2C)n1CC
→ -0.1	-1.0	-2.1	-3.2	-3.8	-3.0	-1.4	0.8	-0.4
- COc1ccc(NC(=O)Nc2cccc3c2O[C@H](CN(C)C(=O)Nc2c(C)noc2C)[C@@H](C)CN([C@H](C)CO)C3=O)cc1
→ 1.2	-1.2	-0.9	-2.2	.	10.6	2.6	1.0&-0.1	-0.1
- COC(=O)c1ccc(-n2c(C)cc(C(=O)CCl)c2C)cc1
→ 3.0	0.3	-0.2	0.7	2.8	3.7	-2.0	0.9	0.7
- CCOc1ccc2c(c1)C(C)=CC(C)(C)N2C(=O)Nc1ccccc1
→ -12.5	0.3	44.3*	-8.4	-2.1	.	3.6	.	-0.1
- c1ccc(-c2cnc(SCCN3CCOCC3)n2CC2CCCO2)cc1 (stereo not given)
→ -5.6	-0.6	-1.3	12.5	2.6	-5.4	1.2	.	1.2
- Cc1ccccc1N1CCN(S(=O)(=O)C[C@]23CCC(CC2NC(=O)[C@@H](N)CCS(C)(=O)=O)C3(C)C)CC1 (stereo not given in full)
→ i	0.1	-6.3	20.2	.	0.3	-8.0	0.8	4.8
- COc1ccc(C2=[N+]([O-])C(C)(C)N(O)C2(C)C)cc1
→ i	0.6	-17.9	-2.9	1.8	-2.9	2.0	.	-0.3
- CC(C)(C)C(=O)Nc1ccccc1N1CCN(C(=O)c2ccc(Cl)cc2)CC1
→ -0.2	5.4	-7.6	6.7	4.1	-0.1	-11.0	.	1.4
- Cc1ccc(NC(=O)CN2C(=O)NC(C)(c3ccc4c(c3)OCO4)C2=O)cc1 (stereo not given)
→ i	0.8	1.7	-0.3	.	7.9	-12.2	1.1	-0.7
- O=C1NC(c2ccc(Cl)cc2Cl)Oc2ccccc21 (stereo not given)
→ -2.4	1.8	-5.6	1.1	8.1	5.6	0.0	-0.9	-2.1
- O=C(NCCN1CCOCC1)c1cc2sccc2n1Cc1ccc(F)cc1
→ i	4.2	-0.6	3.5	1.4	-11.2	-9.0	.	0.7
- O=C(NNC(=O)c1ccc(Cl)cc1Cl)c1cnccn1
→ -0.3	-0.4	-4.5	-8.6	0.9	-5.3	1.1	1.7	-0.9
- COC(=O)COc1ccc(C(=O)OC)cc1
→ 5.0	0.9	-8.3	1.3	1.4	5.1	-3.0	.	0.5
- COc1ccc(NC(=O)N2C3CCCC2CC(NC(=O)C2CC2)C3)cc1 (stereo not given)
→ i	-3.6	-0.1	0.9	1.9	-0.8	-5.2	0.6	2.0

In the list so far, these have two or more sulfur atoms.
The line under a structure holds: BH1578 lux ind	BoNT-A LC inh2	SSB-PriA inh	Yp Topo-I inh	3CLpro inhibitor	PrPC surface inh	Anthrax LF inh2	TcdB GH inh	PfHsp40 rescue
- O=C(COC(=O)c1ccccc1-c1nc2ccccc2s1)NC1CCS(=O)(=O)C1 (stereo not given)
→ i	-0.5	-14.8	-6.1	4.0	-3.6	-1.3	.	-0.4
- Cc1ccccc1N1CCN(S(=O)(=O)C[C@]23CCC(CC2NC(=O)[C@@H](N)CCS(C)(=O)=O)C3(C)C)CC1 (stereo not given in full)
→ i	0.1	-6.3	20.2	.	0.3	-8.0	0.8	4.8

The list continues:
The line under a structure holds: BH1578 lux ind	BoNT-A LC inh2	SSB-PriA inh	Yp Topo-I inh	3CLpro inhibitor	PrPC surface inh	Anthrax LF inh2	TcdB GH inh	PfHsp40 rescue
- CC(C)c1ccc(OCC(=O)NNC(=O)c2cnccn2)cc1
→ -0.5	0.1	-3.6	-1.7	0.3	-4.5	-7.5	1.7	0.7
- Cc1ccnc(NC(=S)NC(=O)c2ccco2)c1
→ -0.2	0.7	-17.3	3.1	6.8	3.1	0.4	.	-0.4
- CCC(Sc1nnc(C)c(=O)[nH]1)C(=O)Nc1cccc2ccccc12 (stereo not given)
→ -0.3	-3.3	-11.9	-4.4	-1.3	7.5	-3.1	-0.2	0.9
- S=C1Cc2ccccc2N1
→ -0.5	-0.8	25.4	-9.3	-68.5	40.8*	-4.8	0.6	0.1
- Cc1cc(C(=O)Nc2cc(S(C)(=O)=O)ccc2Cl)no1
→ i	-0.1	2.7	2.2	.	-3.8	-1.9	-0.6	0.3
- CCOP(=O)(OCC)C(NC(=O)C(C)C)C(Cl)(Cl)Cl (stereo not given)
→ i	-0.8	-6.7	-1.2	-0.4	-1.8	0.5	.	0.3
- CNC(C)C(=O)NC(C(=O)N1CCCC1C(=O)Nc1ccc2[nH]ccc2c1)C(C)C (stereo not given)
→ 1.0	-0.1	.	-18.1	.	-4.9	-22.3	0.4	.
- CCOC(=O)C1CCN(S(=O)(=O)c2cccc(-c3cn4cc(Cl)ccc4n3)c2)CC1
→ -0.5	-0.5	7.5	19.7	2.6	-2.4	3.0	.	0.4
- CC(C)(C)NC(=O)NC(=O)Cn1cc(C(F)(F)F)ccc1=O
→ i	-0.5	-10.2	-2.0	-3.4	2.4	0.2	.	-0.4
- Cn1nccc1C(=O)OCC(=O)Nc1ccccc1Cl
→ -0.2	-0.7	-5.2	4.2	2.9	-0.2	-3.8	1.7	0.5
- COc1ccc2oc(C(=O)OCC(=O)N3CCCC(C)C3)c(C)c2c1 (stereo not given)
→ -5.6	0.8	-18.3	1.5	.	-1.5	-0.6	-0.6	1.6
- Cn1ncc(Br)c1C(=O)Nc1c(F)c(F)cc(F)c1F
→ i	?	0.0	-2.8	-0.2	-0.6	-1.0	-2.3	-0.1
- CC1CCc2c(sc(N)c2C(=O)OC(C)C)C1 (stereo not given)
→ -0.6	-1.0	1.8	-0.2	1.9	-1.4	-10.0	.	-1.2
- CCc1ccc(N(C(=O)c2snc(C(N)=O)c2N)C(C(=O)NCC2CCCO2)c2cccs2)cc1 (stereo not given)
→ -0.5	-0.2	-0.1	24.1	6.0	3.3	-3.3	1.8	-1.4
- Cn1c(=NC(=O)C2CC2)sc2cccc(F)c21
→ i	-1.7	-8.4	6.6	-4.2	-0.9	-1.1	-6.2	2.4
- CCCCCCCN1C(Nc2ccccc2)=NC[C@@H]1CC(C)C
→ -0.5	-0.2	-7.0	16.7	-2.1	6.5	-2.4	0.7	-0.5
- CCOc1ccc(NC(=O)CSc2nccn2Cc2ccco2)cc1
→ i	-0.9	13.3	0.4	-0.2	7.7	6.2	0.8	-0.2
- Cc1cc(C(F)(F)F)nn1CC(=O)Nc1ccc2c(c1)OCO2
→ -0.5	1.3	-2.9	4.3	-4.3	0.5	4.3	1.8	0.1
- CCCc1nnc(NC(=O)CN2C(=O)C3C4C=CC(C4)C3C2=O)s1 (stereo not given)
→ -2.1	-1.3	-12.8	-5.4	-5.1	-5.2	-3.7	.	0.1
- COc1ccc(N2CCN(c3nccs3)CC2)cc1
→ -0.2	0.3	16.7	-4.7	0.9	-2.7	-6.6	0.4	0.6
- Cc1cc(C)c2nc(/N=C(\N)NC(=O)Nc3ccccc3)nc(C)c2c1
→ -0.3	2.3	.	9.4	4.7	8.9	1.7	.	-1.2
- O=C(CSc1cn(CCNC(=O)c2cccs2)c2ccccc12)NC1CCCCC1
→ -0.1	-1.6	-2.4	5.1	5.8	1.3	1.6	-0.7	0.7
- CC(C)C(=O)N1CCN(c2ccc(NC(=O)COc3ccccc3[N+](=O)[O-])cc2)CC1
→ -0.4	-0.3	-5.1	6.9	-1.2	11.9	-0.2	0.0	-0.8
- COc1ccc(OC)c(NC(=O)c2cccc(S(=O)(=O)N3CCN(C(C)=O)CC3)c2)c1
→ -1.3	3.3	5.5	-1.0	-0.1	-2.0	0.4	-0.7	1.1
- O=C(O)c1cnn(-c2ccccc2)c1-c1ccccc1
→ i	-1.1	-11.0	0.0	1.7	3.1	-3.1	.	-0.8
